# Compound activity as filed in PubChem BioAssay.
# AmpC detergent = inhibitors of E. coli AmpC beta-lactamase with detergent; P00811; AmpC hydrolysis of nitrocefin, absorbance 480 nm, 0.01% Triton; Potency, µM (titrated, usually from 114 µM), without a hit: at the highest dose activity change, negative = inhibition, usual class: inhibitors; hit rate 0.041% among 370,000;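 note: potency is the fitted concentration of half-maximal effect; 0% = no-compound wells and -100% = no-enzyme wells; nearly all actives have a fitted effect of over 25% in size; some results filed as inactive show a strong effect at the top dose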
# Target sequence (P00811 whole entry, looked up): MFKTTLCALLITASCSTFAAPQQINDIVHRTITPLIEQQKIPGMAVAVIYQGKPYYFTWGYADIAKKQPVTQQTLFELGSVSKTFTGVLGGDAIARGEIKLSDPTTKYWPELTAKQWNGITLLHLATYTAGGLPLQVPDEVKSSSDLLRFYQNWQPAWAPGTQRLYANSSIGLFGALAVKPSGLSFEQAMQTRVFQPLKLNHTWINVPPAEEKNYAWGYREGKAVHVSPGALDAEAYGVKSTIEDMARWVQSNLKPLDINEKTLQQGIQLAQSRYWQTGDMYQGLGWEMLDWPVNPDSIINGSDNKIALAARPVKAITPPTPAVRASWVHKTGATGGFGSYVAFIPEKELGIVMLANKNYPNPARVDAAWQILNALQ
#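 20 mM phosphate pH 7.0 + 0.01% (detergent screen) or 0.0001% Triton X-100; 5.3 nM AmpC reagent; cpd preinc 15 min RT; nitrocefin (800 uM stock) to start; A480 q20 s × 4 min; Activity was normalised to no-enzyme and no-compound control wells.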
# Sm TGR block = blocks Schistosoma mansoni thioredoxin glutathione reductase; Q962Y6; purified TGR, DTNB reduction, TNB absorbance 405 nm; Potency, µM (titrated, usually from 114 µM), for the others: at the highest dose activity change, negative = inhibition, usual class: inhibitors; hit rate 3% among 360,000; AID 485364; note: potency is the fitted concentration of half-maximal effect; nearly all actives have a fitted effect of over 60% in size
#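 TGR 20 nM + NADPH 100 uM (dispensed conc.), cpd preinc 15 min RT; start with NADPH (500 uM addition) then DTNB (15 mM addition). Kinetic TNB absorbance, 405 nm filter. Four-parameter Hill fit across titration.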
# HCV inhibitor = blocks hepatitis C virus; Huh7.5.1 HCVcc-Cre infection, luciferase reporter, 44 h; Potency, µM (top dose mostly 41.8 µM), without a hit: top-dose activity change, negative = inhibition, hits mostly inhibitors; hit rate 3.4% among 340,000; note: potency is the fitted concentration of half-maximal effect
#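 Cells (1,000/well) were plated 4 h before compound, then infected with HCVcc-Cre virus (~0.5 moi). After 44 h further culture, infection was read as luciferase luminescence following a 15 min substrate incubation at room temperature.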
# HCMV antiviral = human cytomegalovirus inhibition; HFF cells, HCMV-luciferase reporter, 72 h; stronger effect = lower value; AID 1259415; hit rate 4.5% among 410,000; activity change, negative = inhibition, % at 57.5 µM; in the data active = activity change below about -60%; inconclusive = no clear call, values can overlap the other calls; inactive = above about -39%
#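 Inhibition of viral replication was scored as loss of reporter luminescence in HFFs infected with HCMV-luciferase (MOI 1 PFU/cell) for 72 h; compounds tested at 2 doses, normalized to buffer and Salinomycin controls.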
# AmpC inh no detg = AmpC beta-lactamase inhibition without detergent | P00811 | hit rate 0.52% among 330,000 | Potency, µM (highest dose often 57.1 µM), for inactives: at the highest dose activity change, negative = inhibition, most hits filed as inhibitors | AmpC nitrocefin hydrolysis, absorbance 480 nm, 0.0001% Triton;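 note: potency is the fitted concentration of half-maximal effect; plate controls were no compound for no effect and no enzyme for full effect; nearly all actives have a fitted effect of over 20% in size; some results filed as inactive show a strong effect at the top dose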
#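 AmpC (5.3 nM in the dispensed reagent) in 20 mM phosphate pH 7.0 with 0.01% (detergent screen) or 0.0001% Triton X-100 was preincubated with compounds for 15 min at room temperature. Nitrocefin was then added from an 800 uM solution, and hydrolysis was followed at 480 nm.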
# Giardia FBPA inh = Giardia lamblia aldolase inhibition; purified Giardia FBPA; Potency, µM (top dose mostly 59.6 µM), for the others: at the highest dose activity, negative = inhibition, usual class: inhibitors; hit rate 0.71% among 290,000; note: potency is the fitted concentration of half-maximal effect; nearly all actives have a fitted effect of over 55% in size
# Target sequence (A8B2U2 whole entry, looked up): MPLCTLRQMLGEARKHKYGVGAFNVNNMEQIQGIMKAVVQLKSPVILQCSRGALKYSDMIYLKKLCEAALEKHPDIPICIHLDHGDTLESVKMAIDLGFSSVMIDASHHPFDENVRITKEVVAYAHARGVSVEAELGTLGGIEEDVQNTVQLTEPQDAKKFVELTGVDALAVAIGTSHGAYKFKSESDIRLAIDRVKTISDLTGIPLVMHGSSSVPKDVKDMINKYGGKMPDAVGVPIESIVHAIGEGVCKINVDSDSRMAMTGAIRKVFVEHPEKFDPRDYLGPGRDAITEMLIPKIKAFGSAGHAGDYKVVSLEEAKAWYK
#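 40 nM FBPA preincubated 10 min at RT with compound (up to 57.5 uM final), then substrate plus GAPDH/TPI/NAD/arsenate coupling and diaphorase/resazurin added. Fluorescence read after 20 min at RT, 525/598 nm.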
# * hit, by the source's call; ? = inconclusive; nt = no result given; & = joins results of further samples; [ ] = another dose, or the depositor's remark. Unless noted, calls come from the whole dose curve; as a rule, active = well fitted curve in the direction sought with a large enough effect; inconclusive = small, poorly fitted or top-dose-only effect, or another doubt; inactive = no such curve, though single readings can be large; an effect the other way counts as inactive or inconclusive. Unless noted, % is set by controls: 0 for no effect and ±100 for the full control effect.
SMILES,AmpC detergent,Sm TGR block,HCV inhibitor,HCMV antiviral,AmpC inh no detg,Giardia FBPA inh
COCCNC(=O)C(=O)NNS(=O)(=O)c1ccc(Cl)cc1,-8%,nt,5%,-36,-15%,-13%
CCC(=O)Nc1ccc(C(=O)NNC(=O)c2cc([N+](=O)[O-])cc([N+](=O)[O-])c2)cc1,4%,8%,-7%,-28,-7%,-7%
COc1cccc(N/C(SCc2ccccc2C)=C(/C#N)C(=O)NCc2cccs2)c1,-5%,-12%,-24%,-80*,-32%,-3%
COc1ccc(N2CCN(C(=O)CCn3c(=O)[nH]c4cc(OC)c(OC)cc4c3=O)CC2)cc1,5%,3%,nt,-3,nt,nt
CCC(=O)c1ccc(OCC(=O)N(C)CC(=O)Nc2cccc(F)c2)cc1,0%,0%,-9%,-19,-10%,5%
O=C1c2ccccc2C(=O)N1CCCC[C@]12Cc3ccccc3C(O1)c1c(c3ccccc3oc1=O)O2,?,-21%[22.9 µM],nt,nt,2.8µM*,18%[12.9 µM]
COc1ccc(NC(=O)COc2ccc(/C=N/NC(=O)c3cccnc3)cc2OC)cc1,-14%,7%,11%,9,6%,3%
COc1ccc(CC(=O)N(C)Cc2ccc(C(C)(C)C)cc2)cc1S(=O)(=O)N1CCOCC1,1%,5%,nt,?,-30%,nt
O=C(CC1NCCNC1=O)Nc1cc(Cl)cc(Cl)c1 (configuration not stated),-8%,-15%,18%,-14,-42%,13%
Cc1nn(Cc2nnc(SCC(=O)Nc3ccc(Cl)cc3)n2C)c(C)c1[N+](=O)[O-],3%,-1%,?,17,62%[activator],3%
C=CCn1c(-c2ccccc2)nc(=S)c2c1CCCC2,4%,?,-6%,-12,-6%,-4%
COc1cc(OC)c(C(=O)Oc2ccc3c(c2)OCO3)cc1OC,-9%,1%,15%,-1,63%[activator],15%
CCOC(=O)c1c(NC(=O)CCS(=O)(=O)c2ccccc2)sc2c1CC(C)(C)NC2(C)C,-6%,40µM*,1%,13,45%,nt
COc1ccc(-c2csc(C3=C(O)CN(CCCN4CCCC4=O)C3=N)n2)cc1OC,5%,4%,5%,42,101%[activator],0%
CC(C)COc1ccc(C(=O)Nc2ccc(SC(F)F)cc2)cc1,?,-7%,?,-37,-34%,4%
Cc1nn(Cc2ccccc2)c(C)c1NS(=O)(=O)c1ccccc1,?,-4%,-1%,18,-19%,-3%
Nc1nonc1-c1nc2ccccc2n1CC(=O)Nc1cccc(C(F)(F)F)c1,20%,2%,nt,-12,nt,nt
O=C1CCSc2ccc(S(=O)(=O)Nc3cccc(C(F)(F)F)c3)cc2N1,10%,4%,nt,-7,nt,nt
Cc1ccc(C2(C)NC(=O)N(CC(=O)N3CCN(S(=O)(=O)c4cccs4)CC3)C2=O)cc1 (configuration not stated),?,-2%,?,-5,41%,nt
CCOCCCNC(=O)c1cccc(OC2CCN(S(C)(=O)=O)CC2)c1,-18%,8%,4%,88,-9%,7%
CC1CCC2(CC1)NC(=O)N(NC(=O)c1ccc(OC(C)C)cc1)C2=O (configuration not stated),0%,-2%,0%,0,-43%,nt
Cc1ccc(CCNC(=O)Cn2ncc3c([nH]c4ccccc43)c2=O)cc1,-3%&1%,-1%&1%,6%,40&10,-14%,4%
CC1C(c2ccccc2)N(C)C(c2ccccc2)CC1(O)c1ccc(F)cc1 (configuration not stated),2%,9%,23%,119,-32%,-10%
CCC(=O)N1CCN(c2ccc(NC(=O)c3cccs3)cc2)CC1,-12%,10%,7%,-7,-15%,4%
CNC(=S)NCCCc1ccccc1,-2%,0%,9%,-33,-15%,-1%
COc1cc(=O)[nH]c(SCC(=O)Nc2nc3c(s2)CCCC3)n1,2%,-3%,10%,12,-23%,-18%
COC(=O)CNc1nc(-c2cccnc2)nc2ccccc12,-14%,-14%,?,-3,-15%,-5%
CCOc1ccccc1NC(=O)CN1c2cccc3cccc(c23)S1(=O)=O,7%,-21%,?,-8,-21%,nt
CCN1CCN(CC(=O)Nc2cc(C)on2)CC1,?,-1%,16%,-6,-9%[11.4 µM],?
Cc1c(Cl)cccc1NC(=O)CCC(=O)NNC(=O)c1ccccc1,-15%,-3%,-2%,-12,-2%,1%

# Next part; the last 4 above are carried over.
SMILES,AmpC detergent,Sm TGR block,HCV inhibitor,HCMV antiviral,AmpC inh no detg,Giardia FBPA inh
COC(=O)CNc1nc(-c2cccnc2)nc2ccccc12,-14%,-14%,?,-3,-15%,-5%
CCOc1ccccc1NC(=O)CN1c2cccc3cccc(c23)S1(=O)=O,7%,-21%,?,-8,-21%,nt
CCN1CCN(CC(=O)Nc2cc(C)on2)CC1,?,-1%,16%,-6,-9%[11.4 µM],?
Cc1c(Cl)cccc1NC(=O)CCC(=O)NNC(=O)c1ccccc1,-15%,-3%,-2%,-12,-2%,1%
CCN(CC)c1ccc(C=Nc2cccc(S(=O)(=O)N3CCOCC3)c2)c(O)c1,nt,nt,-14%,6,-15%,nt
CNC(=S)N=Nc1c(O)[nH]c2ccc(C(C)C)cc12,-1%,-6%,?,8,-50%,1%
O=S(=O)(c1ccc(=S)[nH]c1)N1CCOCC1,-2%,-21%,7%,-5,-16%,nt
O=C(Cn1ncc(Cl)c(Cl)c1=O)Nc1ccc2c(c1)OCO2,10%,45µM*,?,-102*,20%,nt
CN1C(=S)SC(C)(C)C1NO (configuration not stated),-5%,-10%,2%,-11,0%,10%
Cc1ccccc1OCc1nc2ccccc2c(=O)n1/N=C/c1cccc([N+](=O)[O-])c1,-12%,-8%,9%,23,?,3%
O=C(CCS(=O)(=O)c1ccccc1)N1CCN(c2ccccc2)CC1,3%,-4%,13%,nt,40%,nt
CS(=O)(=O)N(CC(=O)N1CCOCC1)c1ccc2c(c1)OCO2,?,5%,8%,25,-3%,3%
CCCN(CCC)S(=O)(=O)c1ccc(C(=O)Nc2cccnc2)cc1,-3%,0%,-11%,-18,-5%,-3%
COCCCNCCCOc1ccc(C(C)(C)c2ccccc2)cc1,2%,8%,?,?,-1%,-25%
Cc1cc(C)n(CC(O)Cn2cnc3c2c(=O)n(C)c(=O)n3C)n1 (configuration not stated),1%,0%,7%,-2,-2%,12%
c1ccc(COCC2CCNCC2)cc1,?,1%,4%,-7,1%,-30%
Cc1cc(NC(=O)Cn2cnc3sccc3c2=O)no1,nt,nt,18%,34,-8%,nt
O=C1/C(=C/c2cc3c(cc2Cl)OCO3)N2CCC1CC2,?,-5%,11%,nt,-17%,-9%
O=C1CC(Nc2cc(=O)[nH]c(=O)[nH]2)C(=O)N1c1ccccc1Cl (configuration not stated),4%,2%,12%,-25,0%,5%
O=C(CSCc1ccc(Cl)cc1Cl)Nc1ccccc1C(=O)Nc1ccc(C(=O)O)cc1,0%,16%,22%,-20,-24%,7%
COc1ccc(CCNC(=O)/C=C/c2cc(OC)c(OC)c(OC)c2)cc1OC,1%,-1%,-13%,109,24%,1%
CCOc1ccccc1N1CCN(C(=O)c2ccccc2)CC1,-7%,-3%,7%,-19,26%,-4%
COc1ccc(NC(=O)C2CCCC2)cn1,2%,-4%,-23%,-15,-1%,-29%
CCCCOc1ccc(C(=O)Nn2cnnc2)cc1,-7%,?,18%,1,-8%,1%
C/C(Cl)=C/Cn1c(SC(C)C)nc2c1c(=O)[nH]c(=O)n2C,-3%,-10%,9%,nt,-23%,-1%
CC(=O)CC1(O)C(=O)N(Cc2ccccc2)c2ccccc21 (configuration not stated),1%,-13%,8%,-8,-18%,nt
N#CCCN(Cc1ccccc1)C(=O)Nc1ccccc1,1%,0%,0%,?,-14%,0%
O=C(O)/C=C/C(=O)Nc1ccccc1SC(F)(F)F,?,8.9µM*,10%,-1,-12%,7%
COc1ccccc1/C=C/C1(C(=O)NC2CCCC2)CC(=O)N1c1ccc(C)cc1 (configuration not stated),-7%,0%,?,-98*,48%,-5%
COc1cccc(Nc2ncnc3c2cnn3C)c1,-11%,1%,1%,25,-6%,2%
NC(=O)/C(=C/c1ccco1)NC(=O)/C=C/c1ccccc1,2%,?,7%,17,-7%,-4%
COc1cccc(=O)c2c(C)n(CC(=O)c3ccccc3)c(C)c12,2%,?,-25%,18,-43%,-17%
COC(=O)c1ccc(N2C(=O)CC(N3CCC(n4c(=O)[nH]c5ccccc54)CC3)C2=O)cc1 (configuration not stated),?,35µM*,3%,4,32%,0%
COc1ccc(OC)c(NS(=O)(=O)c2ccc(SC)cc2)c1,?,?,?,75,-34%,-8%
Cc1nc2c(C)cccc2cc1C(=O)N/N=C/c1ccc(N(C)C)cc1,?,28%,?,25,-47%,-2%
Cn1c(=O)[nH]c(=O)c2c1nc(Br)n2CCCCSc1nc2ccccc2o1,-18%,-28%,13µM*,17,-1%,2%
Cc1cc(C)cc(NC(=O)NCCc2c(C)nn(C)c2C)c1,-1%,5%,nt,-2,nt,nt
CC(=O)c1cc2c(ccc3ccccc32)oc1=O,3%,-24%,22%,-10,-6%,6%
O=S(=O)(Cc1ccccc1)NCC1CCCN(Cc2ccc(F)c(F)c2)C1 (configuration not stated),1%,6%,-16%,28,-5%,5%
Cc1cc(S(=O)(=O)N(Cc2ccccc2F)C2CC2)ccc1-n1cnnn1,6%,3%,-20%,-19,16%,-4%
COCCN1C(=O)C(=O)/C(=C(/O)c2ccc(S(=O)(=O)N3CCCCC3)cc2)C1c1ccc(O)c(OC)c1 (configuration not stated),-5%,0%,10%,6,-7%,2%
O=C(CNC(=S)N(CCCN1CCOCC1)Cc1cccs1)N1CCCCCC1,?,1%,14%,62,121%[activator],1%
CCCCn1c(N)c(N(CC(C)C)C(=O)c2oc3ccc(OC)cc3c2C)c(=O)[nH]c1=O,?,2%,-4%,-23,0%,nt
Cn1c(=O)n(C)c2cc(S(=O)(=O)NCCc3ccccc3)ccc21,?,0%,-15%,107,0%,5%
CCn1cc(C(=O)NCCc2ccc(OC)c(OC)c2)c(=O)c2cc(S(=O)(=O)N(C)C3CCCCC3)ccc21,2%,5%,nt,-72*,nt,nt
O=C(Nc1ccc(S(=O)(=O)Nc2nccs2)cc1)c1cc(-c2ccccc2)nc2ccccc12,5%,-4%,5%,8,-32%,0%
Cc1cc(C(=O)Nc2ccccn2)no1,2%,-9%,11%,43,-6%,5%
O=C(Nc1ccccc1F)C(Cc1ccccc1)n1cccc1 (configuration not stated),10%,0%,nt,11,nt,nt
C[C@H](NC(=O)C1(c2ccccc2)CCN(C(=O)OC(C)(C)C)CC1)C(=O)N[C@@H](C(=O)O)c1ccccc1,-6%,1%,-3%,8,-10%,1%
Cc1ccc(Cl)cc1NC(=O)Cn1cc2c(n1)CCCC2,?,-24%,-21%,-4,-10%,1%
O=S1(=O)CCN(Cc2ccccc2C(F)(F)F)CC1,?,-9%,-5%,-32,-20%[2.29 µM],0%
CCCCc1nn2c(=O)cc(COC(=O)c3ccc(NC(=O)C(CC)CC)cc3)nc2s1,16%,2%,nt,71,nt,nt

# Single entries from the list.
# `CCCCn1c(N)c(N(CC(C)C)C(=O)c2oc3ccc(OC)cc3c2C)c(=O)[nH]c1=O` in HCV inhibitor = -4%
# `O=S1(=O)CCN(Cc2ccccc2C(F)(F)F)CC1` in AmpC inh no detg = -20%[2.29 µM]
